Screening data as filed in PubChem.
APOBEC3A inh: human APOBEC3A DNA deaminase inhibition. P31941. actives 0.41% (n = 330,000). recombinant A3A, FAM/TAMRA ssDNA deamination fluorescence. inhibition, % at 20 µM;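 active means at least 40% inhibition at 20 µM here, with at most 30% in a related deaminase screen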;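 further: plate controls were A3A with DMSO for no effect and wells lacking A3A enzyme for full effect; some results filed as inactive read as strong as hits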
Target sequence (P31941 whole entry, looked up): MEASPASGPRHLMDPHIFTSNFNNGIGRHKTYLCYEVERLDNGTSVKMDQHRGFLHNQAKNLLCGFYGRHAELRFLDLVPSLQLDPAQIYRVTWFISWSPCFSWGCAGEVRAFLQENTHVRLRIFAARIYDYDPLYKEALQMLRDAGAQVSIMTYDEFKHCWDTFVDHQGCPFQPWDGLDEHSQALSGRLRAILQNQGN
EBI2 antag: antagonists of human EBI2 receptor. P32249. EBI2 beta-arrestin recruitment, luminescence, 7a,25-OHC stimulated. inhibition, % at 5 µM. actives 0.81% (n = 360,000); in the data active means inhibition above about 38%;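 further: enzyme fragment complementation signal reports receptor beta-arrestin coupling in cells; 0% = agonist plus DMSO wells and 100% = wells without agonist; some results beyond the cut were filed as inactive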
Target sequence (P32249 whole entry, looked up, the tested form may be a part): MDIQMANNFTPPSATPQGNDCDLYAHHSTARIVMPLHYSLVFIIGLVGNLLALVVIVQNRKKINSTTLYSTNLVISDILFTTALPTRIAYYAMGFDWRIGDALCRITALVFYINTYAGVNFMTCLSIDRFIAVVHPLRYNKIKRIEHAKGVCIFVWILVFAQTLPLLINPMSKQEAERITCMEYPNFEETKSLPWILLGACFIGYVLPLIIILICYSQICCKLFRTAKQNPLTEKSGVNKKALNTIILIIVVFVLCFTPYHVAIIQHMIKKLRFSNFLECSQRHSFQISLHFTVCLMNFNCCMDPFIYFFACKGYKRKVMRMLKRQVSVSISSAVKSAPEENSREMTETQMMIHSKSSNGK
CXCR6 inh: blocks human CXCR6 beta-arrestin recruitment; O00574; CHO-K1 PathHunter CXCR6 beta-arrestin, luminescence; inhibition, % at 20 µM; actives 0.36% (n = 360,000); in the data active means inhibition above about 34%, passing the limit was not always enough;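 further: antagonist mode with CXCL16 agonist at 10 nM final; 0% = 10 nM CXCL16 with DMSO and 100% = unstimulated wells without agonist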
Gli-Sufu antag: Gli-Sufu pathway antagonism; inhibition, % at 5 µM; Sufu-KO-LIGHT fibroblasts, Gli luciferase reporter luminescence; actives 0.74% (n = 340,000); AID 588413;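 active means inhibition above about 55%, limit read from the data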;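 further: 0% = DMSO-treated cells and 100% = wells with medium but no cells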
GRIN3A LBD mod: modulators (binders) of human NR3A ligand-binding domain | NR3A LBD differential scanning fluorimetry, Tm shift; 0% = protein alone, 100% = glycine-bound protein | Tm shift relative to glycine control, % at 25 µM | actives 2.5% (n = 340,000) | AID 1259313;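 active means melting temperature shift of at least 10% of the positive control shift, at one fixed dose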
MPTP block: blocks calcium-induced mitochondrial swelling. inhibition, % at 10 µM. isolated mouse mitochondria, Ca2+ swelling absorbance, 30 min. AID 602449. actives 1.4% (n = 360,000);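 active means inhibition of 50% or more, scaled per plate between neutral and stimulator controls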;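 further: 0% = DMSO wells given calcium and 100% = 1 mM EGTA wells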
A3G deaminase: APOBEC3G (human) deaminase inhibition; Q9HC16; recombinant A3G, ssDNA deamination FAM/TAMRA fluorescence; inhibition, % at 20 µM; actives 0.28% (n = 330,000); AID 493012;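 active means inhibition of at least 40% at 20 µM, with no more than 30% in the related APOBEC3A deaminase screen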;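 further: plate controls were DMSO wells with A3G for no effect and wells lacking A3G enzyme for full effect; some compounds called inactive have numbers as strong as hits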
CCR6 antagonist: antagonists of human CCR6 receptor; P51684; CHO-K1 CCR6 PathHunter beta-arrestin, luminescence, CCL20-stimulated; inhibition, % at 20 µM; actives 0.49% (n = 340,000); AID 493098;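 active means compounds whose inhibition of the agonist-driven luminescence signal at 20 µM reaches about 50%, limit read from the data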;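 further: cells stimulated with CCL20 at 14 nM final; plate controls were DMSO with CCL20 for no effect and DMSO without agonist for full effect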
Target sequence (P51684 whole entry, looked up): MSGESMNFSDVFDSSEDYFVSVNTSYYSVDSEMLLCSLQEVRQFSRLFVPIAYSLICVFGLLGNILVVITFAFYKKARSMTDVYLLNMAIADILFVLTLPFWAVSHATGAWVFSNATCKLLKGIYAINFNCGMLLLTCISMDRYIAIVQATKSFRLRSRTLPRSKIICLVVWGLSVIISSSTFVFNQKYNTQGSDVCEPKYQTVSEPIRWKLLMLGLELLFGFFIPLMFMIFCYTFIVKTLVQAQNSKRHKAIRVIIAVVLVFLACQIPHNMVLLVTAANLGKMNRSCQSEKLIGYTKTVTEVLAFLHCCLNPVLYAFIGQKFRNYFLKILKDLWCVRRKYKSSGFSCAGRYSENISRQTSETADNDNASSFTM
* hit, by the source's call; nt = not tested or not shown.

[1] CCCCn1nnnc1SCC(=O)c1cc(Cl)ccc1OC
[2] COc1ccc(C(=O)C2CCCN(Cc3ccc4nonc4c3)C2)c(OC)c1 (centres undefined)
[3] COc1ccc(C2=Nn3c([n+](C)c4ccccc43)SC2)cc1
[4] Nc1nonc1NC(=O)NN=C1CCCCC1
[5] Cc1cccc(NC(=O)NC2CCCCCCC2)c1
[6] CC(=O)Nc1ccc(Cl)cc1C1COC(=O)C1=N (centres undefined)
assay / compound,1,2,3,4,5,6
APOBEC3A inh,-1,1,1,-1,4,3
EBI2 antag,12,3,5,4,-2,-11
CXCR6 inh,2,-7,2,10,3,-7
Gli-Sufu antag,0,-9,81*,-1,-59,-8
GRIN3A LBD mod,2,0,0,0,-7,1
MPTP block,2.5,-1.1,2.2,-0.8,4.0,-0.1
A3G deaminase,-2,-2,-3,-6,2,1
CCR6 antagonist,12,7,0,0,15,5

[7] O=C(O)/C=C/C(=O)NNC(=O)c1ccc(Br)cc1
[8] Brc1ccc(-c2nnc3sc(CN4CCc5ccccc5C4)cn23)cc1
[9] COc1ccc2c(c1OC)C(=O)N(c1ccc(O)cc1)C2
[10] Cc1cccc(NC(=O)N2C3CCCC2CC(NC(=O)C(C)(C)C)C3)c1 (centres undefined)
[11] Cc1ccc(NC(=O)COC(=O)Cn2ccc(=O)[nH]c2=O)cc1C
[12] O=C(N1CCN(Cc2ccc3c(c2)OCO3)CC1)C12CC3CC(CC(C3)C1)C2
assay / compound,7,8,9,10,11,12
APOBEC3A inh,1,nt,-1,-5,0,-5
EBI2 antag,-13,34,-7,-7,4,nt
CXCR6 inh,-2,-4,-1,2,-1,nt
Gli-Sufu antag,3,1,-56,10,-1,24
GRIN3A LBD mod,5,1,-8,-1,0,-1
MPTP block,-0.3,4.5,-1.1,-0.2,-0.2,nt
A3G deaminase,-6,nt,-8,11,-6,-5
CCR6 antagonist,4,2,-17,-3,1,8

[13] COc1ccc(-c2[nH]ncc2CN(C)Cc2ccccn2)c(OC)c1
[14] CC1CCCN(S(=O)(=O)c2ccc(NC(=O)Cn3nnc(-c4ccccc4F)n3)cc2)C1 (centres undefined)
[15] COc1ccc(OCC(=O)NC2CCCN(Cc3ccc(Cl)cc3)C2)cc1 (centres undefined)
[16] COc1ccc(CC(=O)OCC(=O)Nc2ccc(Br)cc2)cc1
[17] Cc1ccc(C(=O)OCC(=O)NNC(=O)c2cccs2)c(O)c1
[18] Cc1ccc2nc(C(F)C(F)(F)F)[nH]c2c1 (centres undefined)
assay / compound,13,14,15,16,17,18
APOBEC3A inh,5,0,-2,-2,-2,5
EBI2 antag,-13,4,9,-21,-5,0
CXCR6 inh,0,-2,5,-18,5,-7
Gli-Sufu antag,3,-47,52,-6,-7,0
GRIN3A LBD mod,2,12*,1,-26,-1,-2
MPTP block,-0.6,45,1.3,3.8,0.9,-0.6
A3G deaminase,-7,-3,-4,-8,-9,5
CCR6 antagonist,-15,15,15,3,7,4

Molecules shown so far that have a Cl atom (3):
[1] CCCCn1nnnc1SCC(=O)c1cc(Cl)ccc1OC
[6] CC(=O)Nc1ccc(Cl)cc1C1COC(=O)C1=N (centres undefined)
[15] COc1ccc(OCC(=O)NC2CCCN(Cc3ccc(Cl)cc3)C2)cc1 (centres undefined)
assay / compound,1,6,15
APOBEC3A inh,-1,3,-2
EBI2 antag,12,-11,9
CXCR6 inh,2,-7,5
Gli-Sufu antag,0,-8,52
GRIN3A LBD mod,2,1,1
MPTP block,2.5,-0.1,1.3
A3G deaminase,-2,1,-4
CCR6 antagonist,12,5,15

Next section
[19] CCOC(=O)CSc1nc2c(sc(=S)n2CCc2ccccc2)c(=O)n1Cc1ccco1
[20] CCOc1ccc(CCNC(=O)c2ccc(OCc3c(C)noc3C)cc2)cc1OCC
[21] Cc1c(Cl)cccc1Nc1nc(N)nc(CN2CCCCCC2)n1
[22] COc1ccc(OCC(=O)Nc2ccc(N3CCC(C)CC3)cc2)cc1
[23] CCN1CCc2c(sc(NC(=O)CN3C(=O)c4ccccc4C3=O)c2C(N)=O)C1
[24] COc1cccc(NC(=O)COC(=O)c2ccc3c(c2)OCO3)c1
assay / compound,19,20,21,22,23,24
APOBEC3A inh,-3,2,0,-2,2,-4
EBI2 antag,23,-2,4,19,4,-9
CXCR6 inh,12,-3,0,3,-6,-5
Gli-Sufu antag,13,12,8,12,-1,-7
GRIN3A LBD mod,-1,-2,0,-19,-1,2
MPTP block,-2.5,1.1,-0.5,-0.2,0.0,-0.8
A3G deaminase,-6,-1,5,-6,3,-6
CCR6 antagonist,17,5,12,1,9,4

[25] CC(=O)NCCCc1nc2ccccc2n1Cc1ccc(C)cc1
[26] COc1ccccc1N1CCN(C(=O)CNS(=O)(=O)c2ccc(Br)s2)CC1
[27] CN(C)C(=N)c1n[nH]nc1SCc1ccccc1
[28] O=C(Nc1cccc(Cl)c1)C1CCN(C(=O)c2cccs2)CC1
[29] N/C(=N\OC(=O)COc1ccc2ccccc2c1Br)c1ccccn1
[30] CCN(CC)C(=S)NC(=O)Cc1ccccc1
assay / compound,25,26,27,28,29,30
APOBEC3A inh,-2,-2,1,-2,4,-4
EBI2 antag,-7,-8,-2,2,3,-4
CXCR6 inh,6,2,-4,0,-7,4
Gli-Sufu antag,0,25,33,9,-69,13
GRIN3A LBD mod,0,-3,-1,-1,-5,-3
MPTP block,0.9,-0.6,-1.0,0.4,0.0,-1.8
A3G deaminase,-4,-5,-12,-15,-5,-5
CCR6 antagonist,-5,14,-7,21,-8,-4

[31] COc1ccccc1NC(=O)CNS(=O)(=O)c1ccccc1
[32] CSc1ccccc1-c1nnc(-c2ccc(Cl)c(Cl)c2)o1
[33] Cc1cc(Br)cc2c(C(=O)NCC3CCCO3)cc(-c3cccs3)nc12 (centres undefined)
[34] Cc1nc2nc(-c3ccco3)[nH]n2c(=O)c1Cc1ccccc1
[35] c1ccc2oc(-c3ccn[nH]3)cc2c1
[36] COc1ccc(N(C)C(=O)C2CCN(S(=O)(=O)c3cccc4nonc34)CC2)c(OC)c1
assay / compound,31,32,33,34,35,36
APOBEC3A inh,-3,-5,-4,3,2,0
EBI2 antag,-17,22,-12,-8,-7,5
CXCR6 inh,-13,-3,2,0,-17,-16
Gli-Sufu antag,3,-29,-6,0,-38,-3
GRIN3A LBD mod,0,-6,1,1,0,-2
MPTP block,-0.9,1.0,0.8,1.8,1.5,-2.3
A3G deaminase,-9,-6,-6,2,0,-7
CCR6 antagonist,-10,0,6,8,-5,16

[37] Cc1c(/C=C/C(=O)c2ccc(Cl)s2)cnn1C
[38] Cc1ccccc1C(=O)NC(=S)Nc1ccccc1C(=O)O
[39] CCN(CC)CCNC(=O)c1c(C)oc2cc(Br)c(OC)cc12
[40] Cc1c(C(=O)OCC(=O)c2ccc3c(c2)OCCO3)oc2ccccc12
[41] NC1=NN=C(c2ccc3c(c2)OCCO3)CS1
[42] CC(=O)Nc1ccc(NS(=O)(=O)c2ccc(Cl)s2)cc1
assay / compound,37,38,39,40,41,42
APOBEC3A inh,-3,-6,0,3,1,2
EBI2 antag,-1,-15,-11,-3,-6,-10
CXCR6 inh,1,3,8,2,-4,5
Gli-Sufu antag,-9,0,5,-10,-14,-2
GRIN3A LBD mod,1,-2,-2,-3,0,0
MPTP block,0.2,-0.9,-6.4,0.9,-0.1,-1.2
A3G deaminase,-6,-7,-4,0,-3,2
CCR6 antagonist,9,10,3,6,0,10

[43] Cc1c(C(C)C[C@H](C)O)oc(=O)c2c1Oc1c(C)c(C(C)C[C@H](C)O)oc(=O)c1C2 (some centres undefined)
[44] N#Cc1cnn2ccn(C3OC(CO)C(O)C3O)c12 (centres undefined)
[45] O=C(N/N=C/c1cccc(O)c1)c1ccc(COc2cccc3cccnc23)cc1
[46] Cc1ccc(NC(=O)Cn2nnc(C(=O)NCc3cccs3)c2N)cc1Cl
[47] COCCN(C(=O)c1ccc(N(C)S(=O)(=O)c2ccc(C)cc2)cc1)c1c(N)n(CC(C)C)c(=O)[nH]c1=O
[48] COc1ccccc1C(=O)NC(=O)COC(=O)Cc1n[nH]c(=O)c2ccccc12
assay / compound,43,44,45,46,47,48
APOBEC3A inh,3,-6,-4,-2,nt,-3
EBI2 antag,-3,-3,-2,-15,-11,-1
CXCR6 inh,-15,4,-7,-8,5,3
Gli-Sufu antag,1,-1,-10,-6,-5,-4
GRIN3A LBD mod,-1,-7,4,16*,0,-2
MPTP block,-0.5,0.5,-2.2,0.9,1.2,0.7
A3G deaminase,1,-9,-5,-4,nt,-3
CCR6 antagonist,-2,4,5,12,18,-1

[49] COc1ccc(NC(=O)C2CC2)cc1NS(=O)(=O)c1ccc(F)cc1
[50] COc1cc(-c2nc(-c3ccc(NC(=O)c4ccc5c(c4)OCO5)cc3)no2)cc(OC)c1OC
[51] O=[N+]([O-])c1ccc(-c2cn3nc(-c4ccccc4)c(-c4ccccc4)nc3n2)cc1
[52] CCOc1ccc(N(C)Cc2cc(=O)oc3ccc(OC)cc23)cc1
[53] O=C(c1cccc2nc3ccccc3nc12)N1CCOCC1
[54] O=C(Cn1cc(C(F)(F)F)cc(Cl)c1=O)NCc1ccc(Cl)cc1
assay / compound,49,50,51,52,53,54
APOBEC3A inh,0,-1,-1,-8,0,5
EBI2 antag,9,-34,6,19,-7,3
CXCR6 inh,6,-4,8,5,-10,-13
Gli-Sufu antag,0,5,11,16,0,-34
GRIN3A LBD mod,1,-4,-2,1,-1,-4
MPTP block,0.2,-0.7,1.2,1.3,0.5,-0.7
A3G deaminase,3,-3,11,-3,-2,-2
CCR6 antagonist,4,-1,0,10,-8,6

[55] Brc1cc(Br)cc(CN2CCSCC2)c1
[56] O=C(Nc1cccc2nsnc12)c1ccc2c(c1)OCO2
[57] CCCn1c(SCC(=O)NC(C)C)nc2sc3c(c2c1=O)CCC3
[58] COC(=O)CN1C(=O)N/C(=C/c2cc3c(cc2OC)OCO3)C1=O
[59] CCC(Sc1nncn1C)C(=O)Nc1nnc(-c2ccc(Cl)cc2)s1 (centres undefined)
[60] COc1ccc(N(CC(O)Cn2nnc3ccccc32)S(=O)(=O)c2ccc(C)cc2)cc1 (centres undefined)
assay / compound,55,56,57,58,59,60
APOBEC3A inh,-3,1,-1,1,-2,6
EBI2 antag,12,10,7,-7,-4,10
CXCR6 inh,-2,0,-3,-2,-1,5
Gli-Sufu antag,5,10,-1,7,-3,2
GRIN3A LBD mod,1,2,-1,0,3,1
MPTP block,2.2,0.5,-1.7,-2.4,0.1,1.5
A3G deaminase,-4,2,-7,-5,-1,-6
CCR6 antagonist,5,-18,12,2,8,15

[61] Cc1nc(-c2ccccc2)nc2[nH]c(=O)n(-c3ccccc3)c(=O)c12
[62] COC(=O)c1ccc(NC(=O)C(=O)c2cccn2C)cc1
[63] N#Cc1ccc(CN2CCN(C(=O)c3cc(Cl)c4c(c3)OCCO4)CC2)cc1
[64] Cn1cnnc1SCC(=O)c1ccc(O)c(O)c1
[65] CCS(=O)(=O)NCc1cn2ccsc2n1
[66] CNC(=S)N/N=C/c1c(C(=O)OC)cnn1-c1ccc(F)cc1F
assay / compound,61,62,63,64,65,66
APOBEC3A inh,-3,-2,-4,0,-12,-6
EBI2 antag,-1,3,-5,-2,-3,2
CXCR6 inh,3,6,6,4,-2,-1
Gli-Sufu antag,-32,-101,-2,3,-15,7
GRIN3A LBD mod,-1,-1,2,-2,1,0
MPTP block,3.6,0.5,-1.1,2.7,-5.8,1.9
A3G deaminase,-7,-6,-12,-4,-5,-10
CCR6 antagonist,-7,15,0,7,-11,4

[67] CCc1nnc(SCC(=O)Nc2ccc3c(c2)OCO3)n1CC
[68] CCCCN(C(=O)C1CSC2(C)CCC(=O)N12)c1c(N)n(CC(C)C)c(=O)[nH]c1=O (centres undefined)
[69] CCOc1cc(CNc2cccc3ccccc23)cc(Br)c1OCC(=O)NC(C)(C)C
[70] O=C(NN=Cc1ccccc1)NN=Cc1ccccc1
assay / compound,67,68,69,70
APOBEC3A inh,-2,-3,-3,nt
EBI2 antag,2,-12,27,7
CXCR6 inh,-1,-4,6,-6
Gli-Sufu antag,-11,-7,3,-10
GRIN3A LBD mod,0,-1,-21,0
MPTP block,0.8,-1.2,8.3,1.3
A3G deaminase,-10,-7,-9,nt
CCR6 antagonist,6,-2,10,-6
